Screens deposited in PubChem by Sanford-Burnham Center for Chemical Genomics.
SENP8 block-1 – inhibitors of human SENP8 protease. Q96LD8. AID 2540. inhibition, % at 10 µM. purified SENP8, Z-RLRGG-aminoluciferin cleavage, luminescence. 330,000 tested, 1.2% active; in the data active = inhibition above about 50%
Target sequence (Q96LD8 whole entry, looked up): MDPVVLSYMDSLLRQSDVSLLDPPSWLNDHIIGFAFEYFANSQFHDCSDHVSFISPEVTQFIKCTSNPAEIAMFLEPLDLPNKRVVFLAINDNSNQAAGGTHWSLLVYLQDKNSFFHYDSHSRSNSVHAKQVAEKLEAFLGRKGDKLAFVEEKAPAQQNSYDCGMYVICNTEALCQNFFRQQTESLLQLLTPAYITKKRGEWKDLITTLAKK
PfGluPho inh – PfG6PD (Plasmodium falciparum) enzyme inhibition; 350,000 tested, 0.78% active; PfGluPho enzyme, NADPH resazurin-diaphorase fluorescence; inhibition, % at 20 µM;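 active = inhibition reaching at least a set limit at 20 µM in the primary screen, cut at about 59% in these data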;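 also: 0% = DMSO wells with substrate and 100% = DMSO wells lacking glucose-6-phosphate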
SENP6 inh – SENP6 protease inhibition. Q9GZR1. Recombinant SENP6 catalytic domain, aminoluciferin luminescence. inhibition, % at 10 µM. 330,000 tested, 1.8% active. AID 2599;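 active = inhibition above about 50% at the single tested dose, limit read from the data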;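 also: plate controls were DMSO wells with enzyme for no effect and DMSO wells lacking enzyme for full effect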
Target sequence (Q9GZR1 628-1112 limits assumed): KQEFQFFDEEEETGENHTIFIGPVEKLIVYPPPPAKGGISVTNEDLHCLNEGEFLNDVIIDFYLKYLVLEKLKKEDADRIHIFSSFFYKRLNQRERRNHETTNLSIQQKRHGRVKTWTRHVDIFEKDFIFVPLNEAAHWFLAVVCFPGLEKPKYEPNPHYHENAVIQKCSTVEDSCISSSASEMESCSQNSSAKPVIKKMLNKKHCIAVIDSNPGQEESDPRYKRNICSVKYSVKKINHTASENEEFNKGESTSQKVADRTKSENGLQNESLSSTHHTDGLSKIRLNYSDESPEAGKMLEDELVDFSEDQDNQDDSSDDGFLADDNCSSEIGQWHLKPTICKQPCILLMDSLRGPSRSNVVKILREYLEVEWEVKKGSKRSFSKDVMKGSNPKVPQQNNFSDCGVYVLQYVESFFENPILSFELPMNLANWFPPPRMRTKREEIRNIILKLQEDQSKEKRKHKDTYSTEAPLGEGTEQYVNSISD
SENP7 inh – blocks the human protease SENP7; Q9BQF6; recombinant SENP7, Z-RLRGG-aminoluciferin luminescence, 40 min; inhibition, % at 5 µM; 330,000 tested, 1.5% active;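 active = inhibition above about 50% at the single test dose, limit read from the data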;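 also: plate controls were DMSO with enzyme for no effect and no enzyme buffer wells for full effect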
SENP8 block-2 – SENP8 (human) protease inhibition; Q96LD8; recombinant SENP8, Nedd8 substrate fluorescence; inhibition, % at 20 µM; 360,000 tested, 0.64% active; AID 602440; in the data active = inhibition mostly above about 40%, no sharp cut-off; inactive = mostly below about 27%
HKDC1 inh – HKDC1 (human) hexokinase inhibition; Q2TB90; recombinant HKDC1, G6PDH/diaphorase resazurin coupled fluorescence; inhibition, % at 20 µM; 340,000 tested, 0.16% active;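 active = inhibition above about 35% when tested at 20 µM, limit read from the data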;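 also: plate controls were DMSO wells with enzyme for no effect and DMSO wells lacking enzyme for full effect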
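test system = in-house recombinant HK5 (HKDC1) enzyme | amount = HKDC1 at 5 µg/mL | control set = DMSO-enzyme wells negative, buffer-substituted wells positive | compound = one dose of 20 µM, 1% DMSO | schedule = reaction time 90 min, room temperature, protected from light | technique = resorufin fluorescence at 613 nm | reagent = glucose with 1 mM ATP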
Apaf-1 inh – blocks human Apaf-1 apoptosome activity; reconstituted apoptosome caspase-3 activity, DEVD-Rh110 fluorescence; inhibition, % at 20 µM; AID 489030; 330,000 tested, 0.71% active; active = inhibition of at least 40% at 20 µM;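 also: plate controls were DMSO wells for no effect and DEVD-CHO caspase inhibitor wells for full effect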
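Material: cell-free apoptosome with Apaf-1, procaspase-3 and caspase-9; Buffer or medium: Hepes pH 7.5 with detergent and BSA; Reagent: cytochrome c trigger plus (Z-DEVD)2-Rh110 caspase-3 substrate; Times: compound with Apaf-1, dATP, procaspase-3 30 min, then 50 min reaction, room temperature; Technique: Rh110 fluorescence intensity.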
SENP1 FRET inh – blocks the human SENP1 SUMO protease catalytic domain. AID 624204. recombinant SENP1 catalytic domain, CyPet-SUMO1-YPet FRET cleavage. Q9P0U3. inhibition, % at 10 µM. 360,000 tested, 0.21% active;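 active = inhibition at least 30% at 10 µM, raw YFP signal under a set limit, fluorescence ratio 0.5 to 1.5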;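 also: 0% = enzyme with DMSO and 100% = no enzyme wells; some results filed as inactive read as strong as hits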
Target sequence (Q9P0U3 419-644 limits assumed): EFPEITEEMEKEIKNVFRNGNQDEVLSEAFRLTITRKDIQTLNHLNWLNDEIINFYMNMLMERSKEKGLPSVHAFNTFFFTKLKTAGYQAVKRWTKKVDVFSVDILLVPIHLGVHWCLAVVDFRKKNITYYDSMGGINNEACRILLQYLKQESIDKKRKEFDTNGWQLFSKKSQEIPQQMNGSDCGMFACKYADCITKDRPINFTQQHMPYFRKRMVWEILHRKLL
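Assay system: hSENP1 catalytic domain, recombinant. Amount: SENP1 enzyme, 20 pM final. Schedule: 50 min reaction, RT, dark. Technique: FRET, CFP and YFP emission. Control set: no-enzyme wells low, DMSO-plus-enzyme wells high control.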
Active calls of the source: *; / = not tested or not shown.

SMILES | SENP8 block-1 | PfGluPho inh | SENP6 inh | SENP7 inh | SENP8 block-2 | HKDC1 inh | Apaf-1 inh | SENP1 FRET inh
Cc1cc(Cl)c(OCCN2C(=O)NC(C)(C)C2=O)c(Br)c1 | -15 | 6 | -3 | -11 | 9 | -2 | -3 | 3
Cc1ccc(NC(=O)c2ccc3nc(N4CCOCC4)sc3c2)c(Cl)c1 | -5 | 20 | -7 | 4 | -30 | 0 | 13 | -19
CCCCn1c(=O)[nH]c(=O)c2c1nc(-c1ccc(C)c([N+](=O)[O-])c1)n2CC | -11 | -5 | -6 | -1 | 10 | 3 | 12 | 0
CCn1c(=S)[nH]c2cc(C(=O)OC)ccc2c1=O | -9 | -7 | -1 | -4 | 7 | 1 | 3 | -1
Cc1ccc(S(=O)(=O)N2CCCCC2)cc1NC(=O)COC(=O)Cc1cccc(C(F)(F)F)c1 | -9 | 18 | -13 | -2 | 4 | -5 | 23 | 0
CCOc1ccc(S(=O)(=O)n2cc(F)c(=O)[nH]c2=O)cc1 | -10 | -25 | -3 | -9 | 8 | -7 | 2 | 1
CN(C)c1ccc(NC(=O)c2cccc(N3C(=O)CCC3=O)c2)cc1 | -2 | 19 | 7 | 5 | 12 | -6 | -30 | 1
CN(C)c1ccc(NC(=O)CSc2nnc(-c3ccco3)c(-c3ccco3)n2)cc1 | 8 | 56 | 31 | 4 | 46* | 17 | 21 | 21
CC1=NN(c2ccccc2)C(=O)C1(C)[N+](=O)[O-] (configuration not stated) | 0 | 1 | -5 | -4 | 4 | -22 | -1 | 3
COC(=O)c1cc(NC(=O)CN2CCN(C(C)=O)CC2)cc(C(=O)OC)c1 | 0 | 3 | 0 | 11 | 8 | -3 | 0 | 1

For reference, seven of the compounds above.
SMILES | SENP8 block-1 | PfGluPho inh | SENP6 inh | SENP7 inh | SENP8 block-2 | HKDC1 inh | Apaf-1 inh | SENP1 FRET inh
Cc1cc(Cl)c(OCCN2C(=O)NC(C)(C)C2=O)c(Br)c1 | -15 | 6 | -3 | -11 | 9 | -2 | -3 | 3
Cc1ccc(NC(=O)c2ccc3nc(N4CCOCC4)sc3c2)c(Cl)c1 | -5 | 20 | -7 | 4 | -30 | 0 | 13 | -19
CCCCn1c(=O)[nH]c(=O)c2c1nc(-c1ccc(C)c([N+](=O)[O-])c1)n2CC | -11 | -5 | -6 | -1 | 10 | 3 | 12 | 0
CCn1c(=S)[nH]c2cc(C(=O)OC)ccc2c1=O | -9 | -7 | -1 | -4 | 7 | 1 | 3 | -1
Cc1ccc(S(=O)(=O)N2CCCCC2)cc1NC(=O)COC(=O)Cc1cccc(C(F)(F)F)c1 | -9 | 18 | -13 | -2 | 4 | -5 | 23 | 0
CCOc1ccc(S(=O)(=O)n2cc(F)c(=O)[nH]c2=O)cc1 | -10 | -25 | -3 | -9 | 8 | -7 | 2 | 1
CN(C)c1ccc(NC(=O)c2cccc(N3C(=O)CCC3=O)c2)cc1 | -2 | 19 | 7 | 5 | 12 | -6 | -30 | 1

(continued)
SMILES | SENP8 block-1 | PfGluPho inh | SENP6 inh | SENP7 inh | SENP8 block-2 | HKDC1 inh | Apaf-1 inh | SENP1 FRET inh
Cc1cc(C(=O)N/N=C/c2cccc([N+](=O)[O-])c2)c2ccccc2n1 | -6 | 39 | -10 | -2 | 8 | 2 | -9 | 0
COc1ccc(C(=O)NC(=S)Nc2ccccc2F)cc1 | -10 | -6 | 3 | 1 | 23 | -5 | 2 | 4
Cn1c(=O)c2c(nc(SCC(=O)NC3CCCC3)n2C)n(C)c1=O | -6 | -6 | -8 | -8 | 6 | -5 | 3 | 3
Cc1cccc(N2CCN(C(=O)[C@H](C)N3C(=O)C4CC=CCC4C3=O)CC2)c1C (some centres not stated) | 6 | -2 | 11 | 1 | 15 | -2 | 9 | 2
OC(CNCc1cccs1)c1ccccc1 (configuration not stated) | 3 | 9 | -8 | 0 | 16 | -2 | -2 | 3
CCOC(=O)c1nn(-c2ccc(OCC)cc2)c2nc(-c3cccc(OC)c3)c(C#N)c(=O)n12 | 3 | -17 | 8 | 5 | -308 | 1 | 1 | -16
COc1ccccc1CNC(=O)/C(C#N)=C/c1ccc(OC)c(OC)c1OC | 2 | -32 | -3 | 4 | 8 | 14 | 1 | 3
COc1cccc(C(CC(=O)O)NS(=O)(=O)c2ccc3c(c2)N(C(C)=O)CC(C)O3)c1 (configuration not stated) | -8 | -26 | -7 | -15 | 7 | -2 | 1 | 3
Cc1ccccc1C(=O)NC(CC(C)C)C(=O)OCC(=O)c1c(N)n(C)c(=O)n(C)c1=O (configuration not stated) | 1 | -28 | 5 | 4 | 6 | -7 | -3 | 1
CNC(=O)Nc1cc(C)nn1C | -13 | -17 | -8 | -3 | 12 | 15 | -10 | 2
CCc1noc(C)c1C(=O)OCC(=O)NCc1ccc(Cl)cc1 | -5 | -11 | -7 | -4 | 4 | -2 | -1 | 4
CCn1nc(C)c(CN2CCC(C(=O)Nc3cccc(-c4cccc(F)c4)c3)CC2)c1C | 3 | -13 | 1 | -6 | 9 | -1 | 12 | -1
Cc1ccccc1N=Cc1cc2c(cc1[N+](=O)[O-])OCO2 | 0 | 42 | 24 | -1 | -134 | -2 | 8 | -14
O=C1CSc2ccc(C(=O)NCc3ccccn3)cc2N1 | -8 | -16 | 0 | 0 | 0 | -2 | -4 | 2
COc1ccc([N+](=O)[O-])cc1NC(=O)CSc1nc(C)cc(C)n1 | -8 | 39 | -1 | -8 | 8 | -7 | 7 | 2
CC(C)COC(=O)C1C2C=CC3(CN(C4CCCC4)C(=O)C13)O2 (configuration not stated) | 4 | -7 | 2 | -4 | 3 | 1 | -9 | 0
Cn1cc(C(=O)Nc2ccc(C#N)cc2)c2ccccc2c1=O | -2 | -3 | -1 | 2 | 7 | -2 | 2 | 0
Cc1ccc(NS(=O)(=O)c2cc(NC(=O)c3cc(=O)[nH]c(=O)[nH]3)ccc2Cl)c(C)c1 | 1 | -20 | 9 | 3 | 6 | 4 | -7 | -3
O=C(c1ccc2c(c1)CCN2S(=O)(=O)c1ccccc1)N1CCN(c2ccc(F)cc2)CC1 | -1 | 9 | -9 | 3 | 13 | -2 | 33 | 4
O=Cc1c(NCc2ccc(Cl)cc2)c2ccccc2[nH]c1=O | -9 | 11 | 6 | 6 | 23 | -2 | 6 | 2
O=C(/C=C/c1ccco1)N1CCN(S(=O)(=O)c2ccc(F)c(F)c2F)CC1 | -5 | -9 | 2 | -2 | 16 | -5 | -1 | 1
Cc1ccc(C)c(N(C(=O)CNC(=O)c2ccco2)C(C(=O)NC2CCCCC2)c2ccncc2)c1 (configuration not stated) | -6 | 0 | -7 | -5 | 6 | -1 | 3 | 2
Cc1ccc(S(=O)(=O)N[C@@H](C)C(=O)N2CCC(C(=O)N3CCC[C@H]3C(=O)O)CC2)cc1 | -9 | -11 | -17 | -8 | 22 | -6 | 9 | -2
CCOc1ccc(-c2cc(C(=O)OC)nc3c2c(=O)n(C)c(=O)n3C)cc1 | 9 | -6 | 17 | -3 | -434 | -2 | -16 | -5
CC(C)C[C@@H](CN1CCC[C@@H]1CN1C(=O)C(=O)NC[C@@H]1Cc1ccccc1)N1C[C@H](Cc2ccccc2)N(CC2CCCCCC2)C(=O)C1=O | / | 13 | / | / | -1 | 4 | / | 2
CCN(CC)S(=O)(=O)c1ccc(N2CCCC2)c(NC(=O)c2ccc([N+](=O)[O-])o2)c1 | 15 | 15 | 8 | -2 | 28 | -1 | 2 | -6
COc1cccc(/C=C(\C#N)C(=O)NC2CCS(=O)(=O)C2)c1 (configuration not stated) | 5 | -8 | -2 | 3 | -2 | 3 | 0 | 2
COc1ccc(/C=C/C(=O)N(C(C)C)C(C)C)cc1Br | -16 | 14 | 9 | -5 | 12 | 2 | -1 | 0
Cc1ccc2c(CN3CCN(C(=O)c4ccco4)CC3)cc(=O)oc2c1C | -9 | 1 | -20 | -2 | 5 | -6 | 9 | 1
S=c1[nH]nc(COc2ccccc2)n1/N=C/c1cccs1 | -6 | 22 | -16 | -3 | 19 | -7 | 7 | 2
CN1CCc2c(sc3nc(NCCO)n(-c4cccc(Cl)c4)c(=O)c23)C1 | 1 | 3 | -15 | 0 | -280 | -1 | -3 | -20
COc1cccc2c1Oc1ncccc1N(C(=O)CCC(=O)NCc1ccccc1F)C2 | 2 | 0 | 4 | -7 | 3 | -5 | -10 | 1
O=C(NCc1cccnc1)C1CCN(S(=O)(=O)c2cc(Cl)ccc2Cl)CC1 | -3 | 1 | -34 | -2 | 10 | -8 | 12 | 2
NC(=O)c1ccccc1NC(=O)c1cccc(C(=O)Nc2ccccc2C(N)=O)n1 | 4 | -11 | 6 | -8 | -148 | 5 | -14 | 0
COc1cc2[nH]c(=O)c(C(=O)NCCCN3CCCCC3)c(O)c2cc1OC | 2 | 3 | -18 | 5 | -499 | -1 | 2 | 3
Cc1cc(NC(=O)CSc2nc(C(C)C)nc3c2c(=O)n(C)c(=O)n3C)no1 | -12 | -2 | -23 | 12 | 0 | -4 | 6 | 2
Cn1c(N)c(S(=O)(=O)N2CCN(c3ccccc3F)CC2)c(=O)n(C)c1=O | 1 | 1 | 3 | -7 | 2 | 1 | 0 | 1
Fc1ccc(NC(=S)N2CCN(C/C=C/c3ccccc3)CC2)c(F)c1 | -11 | 4 | -14 | -4 | 4 | 14 | 7 | 3
COc1ccc2oc(C(=O)OCC(=O)Nc3ccc(OC)c(S(N)(=O)=O)c3)c(C)c2c1 | -3 | -5 | 2 | -5 | -339 | 3 | -6 | -5
Cc1ccc(Nc2c([N+](=O)[O-])c(=O)n(C)c3ccccc23)cc1C | -3 | 9 | -16 | 2 | 10 | 1 | 13 | -1
N#C/C(=C\c1c(N2CCCCC2)nc2ccccn2c1=O)C(=O)NC1CCS(=O)(=O)C1 (configuration not stated) | -2 | 9 | -8 | 3 | -69 | -9 | -7 | -77
Cc1ccccc1N1CCN(CC(=O)NCc2ccc(Cl)cc2)CC1 | -1 | 15 | -11 | 4 | 6 | -6 | 7 | -4
COC(=O)c1cc(S(=O)(=O)N2CCN(c3cccc(C)c3C)CC2)c[nH]1 | -5 | -5 | -18 | -7 | 2 | -1 | 12 | 1
NC(=O)c1sc(-c2ccsc2)cc1NS(=O)(=O)c1ccc(C(F)(F)F)cc1 | 3 | -27 | -9 | -7 | 23 | 1 | 10 | 1
CC(NO)C(C)(C)NO (configuration not stated) | -5 | -3 | -3 | 3 | 17 | 0 | -4 | 3
Cc1ccc(NC(=O)CN2CCC(Cc3ccccc3)CC2)cc1S(=O)(=O)N(C)C | -10 | 8 | -16 | 7 | 8 | 18 | 11 | 1
